phage Ecoli inh = E. coli growth loss with phage present. growth absorbance. inhibition, % at 11.9 µM. 360,000 tested, 0.26% active; in the data active = inhibition above about 11%
Numbers without * were called inactive; & = joins results of further samples. Not all compounds are listed; count on the stated rates, not on these rows.

SMILES	phage Ecoli inh
CC[C@H](NC(=O)[C@@H](Cc1ccccc1)NC(=O)[C@H]1O[C@@H](n2ccc(=O)[nH]c2=O)[C@H](O)[C@@H]1O)c1ccccc1	1.6
COCCN1C(=O)CCC1(C)c1nnnn1-c1ccc2c(c1)OCCO2 (stereo unspecified)	2.3
CCCCNC(=O)C1(C)CCCCN1C(=O)c1cncc(Br)c1 (stereo unspecified)	1.8
CCCCCCCCN1C(=O)[C@H](CC(=O)NCc2ccc(OC)c(OC)c2)C[C@@]2(C(=O)OCC)CCC=C12	-3.3
CNc1nc(Oc2cccc(NC(C)=O)c2)c2sccc2n1	1.0
Fc1cccc(Cc2c(-c3ccccc3)nc3c(Cl)cc(C(F)(F)F)cn23)c1	0.9
COc1ccccc1C(=O)N1CCN(C(=O)[C@H]2O[C@@H](n3ccc(N)nc3=O)[C@H](O)[C@@H]2O)CC1	1.9
CCc1ccc(C(O)c2ncc(-c3ccccc3C)[nH]2)cc1 (stereo unspecified)	2.7
C[n+]1ccc2[nH]c3ccccc3c2c1	1.2
COCCCn1cc(CN2CC(N3CCN(CCO)CC3)CS2(=O)=O)nn1 (stereo unspecified)	1.7
COc1cccc(C(c2nnnn2C2CCCCC2)N2CCN(C/C=C/c3ccccc3)CC2)c1OC (stereo unspecified)	1.4
CCc1nc2ccc(C(=O)NCCc3ccccn3)cn2c1N(C)Cc1nccs1	2.0
CC1(c2nnnn2Cc2ccccc2)CCC(=O)N1CCCn1ccnc1 (stereo unspecified)	0.6
C=CCNc1nc(NCc2ccc(N(C)C)cc2)c2sc(-c3ccccc3)cc2n1	-0.5
CCC(=O)N1CCC1(C)C(=O)Nc1cccc2c1CCCC2 (stereo unspecified)	1.1
Cc1ccc(C(c2nc3ccccc3[nH]2)n2c(-c3ccccc3)nc3ccccc32)cc1 (stereo unspecified)	0.4
CCCc1nc2c3ccccc3ccn2c1Cc1ccccc1OC	1.0
Cc1ccc2nc(CN(C)C(=O)[C@@H](Cc3ccccc3)NC(=O)[C@H]3O[C@@H](n4ccc(=O)[nH]c4=O)[C@H](O)[C@@H]3O)[nH]c2c1	2.0
Cc1cccc(-c2cc(NC=O)c3ncc(-c4cccc(C(=O)N(C)C)c4)n3c2)c1	1.2
CC(C)Cn1cc(-c2cncc3nccn23)cn1	3.0
CCc1nc2ccc(C(=O)N3CCN(c4ccccc4)CC3)cn2c1N(CCC(C)C)CCN(C)C	3.6
CCOC(=O)c1ccc(CN2CCCC(C)(C(=O)NCCOC)C2)cc1 (stereo unspecified)	-0.3
Cc1ccc(S(=O)(=O)N2CC3C(=O)C[C@@H](c4ccccc4Cl)N(S(=O)(=O)c4ccc(C)cc4)C3CC2c2ccccc2)cc1 (stereo partly specified)	1.5
COC(=O)[C@]12C[C@H](CC(=O)NCc3ccc(C)o3)C(=O)N(Cc3ccccc3)C1=C[C@H](C(C)(C)C)O[C@@H]2C	-0.1
O=C(NCc1ccccc1)C(c1ccccc1F)n1c(=O)c(-c2ccccc2)nc2ccccc21 (stereo unspecified)	2.1
(list continues)
SMILES	phage Ecoli inh
O=C(C(=O)N1CCC(CNC(=O)c2cccnc2Cl)CC1)c1cc2ccccc2o1	-2.4
O=C(CCC(=O)OCCOc1ccccc1)OCCOc1ccccc1	1.2
CCN=C1NC(c2cccc(Cl)c2)C(C(=O)OC)=C(C)N1Cc1ccccc1C(F)(F)F (stereo unspecified)	3.6
CSCCC(c1nc2ccccc2[nH]1)n1c(-c2ccc3ncccc3c2)nc2ccccc21 (stereo unspecified)	-2.5
CC(=O)N1C[C@@H](CO)[C@@H](N(C)C(=O)C2CCCCC2)C[C@H]1c1ccccc1	0.4
Oc1ccc(C[C@H]2CNC(=S)N2C[C@H]2CCCN2C[C@H](Cc2ccccc2)N2C[C@H](Cc3ccc(O)cc3)N(CC3CCCCCC3)C2=S)cc1	-0.7
CC(=O)c1ccc(Nc2nc(C(N)c3ccccc3)cs2)cc1 (stereo unspecified)	-2.2
O=C(Cc1cccnc1)N[C@@H]1CC[C@H](CCn2cc(Cc3ccccc3)nn2)O[C@@H]1CO	4.0
CCCCOCCCNC(=O)C[C@@H]1C[C@@]2(C(=O)OCC)CCCC=C2N(CCc2ccc(OC)c(OC)c2)C1=O	0.8
CC(C)C[C@@H](CN1CCC[C@H]1CN1C(=O)C(=O)NC[C@@H]1Cc1ccccc1)N1C[C@H](Cc2ccccc2)N(CCc2ccccc2)C(=O)C1=O	1.0
CC(=O)C1=CCC(c2ccc(Cl)cc2)N(S(=O)(=O)c2ccc(C)cc2)C1 (stereo unspecified)	-0.4&4.6
CCc1ccc(C(O)c2ncc(-c3ccc4ccccc4c3)[nH]2)cc1 (stereo unspecified)	1.5
CCCCNc1cccc2c1S(=O)(=O)N[C@H](CC(C)C)CO2	1.0
NC(Cc1ccc(C(F)(F)F)cc1)c1csc(Nc2ccc(C(=O)c3ccccc3)cc2)n1 (stereo unspecified)	6.6
CCOC(=O)C(=O)N(C)c1c(CC)nc2c(OCc3cccc(Cl)c3)cccn12	2.6
CCN(CC)C(=O)c1cccc(-c2csc(C(O)c3ccc(OC)cc3)n2)c1 (stereo unspecified)	1.4
COC(=O)[C@]12C[C@H](CC(=O)NCCc3ccccc3OC)C(=O)N(Cc3ccccc3)C1=C[C@H](C1CCCC1)O[C@@H]2C	1.5
NC(=O)c1cccc(-c2ccnc3c2CC(C(=O)NCc2ccccc2)O3)c1 (stereo unspecified)	0.2
COC(=O)C1=CN(c2cccc(OCc3ccccc3)c2)C(N)=C(C#N)C1c1ccc(-c2ccccc2)cc1 (stereo unspecified)	3.6
Nc1ncnc2c1ncn2[C@@H]1O[C@H](C(=O)N2CCC(F)(F)CC2)[C@@H](O)[C@H]1O	-0.9
CCCCc1c(-c2ccccc2OC)ncn1Cc1c(F)cccc1F	1.0
COC(=O)[C@@]1(Cc2ccc(OC)cc2)[C@H]2c3cc(C(=O)N4CCCC4)n(CCc4ccc(OC)c(Br)c4)c3C[C@H]2CN1C(=O)c1ccccc1	1.2
CC(CC(=O)Nc1ccc2c(c1)c(=O)n(C)n2Cc1ccc(F)cc1)C(F)(F)F (stereo unspecified)	1.9
COCCN(Cc1ccc(C)cc1)C(=O)[C@H]1O[C@@H](n2ccc(=O)[nH]c2=O)[C@H](O)[C@@H]1O	3.0
COc1ccc(-c2cc(N3CCN(CCO)CC3)n3nccc3n2)cc1	5.4
The listing continues.
SMILES	phage Ecoli inh
CC1(C(=O)NCc2cccc(C(F)(F)F)c2)CCN1C1Cc2ccccc2C1 (stereo unspecified)	-0.3
CC(C)[C@@H](C)/C=C/[C@@H](C)[C@H]1CC[C@@H]2[C@]1(C)CCC1[C@]23C=C[C@]2(C[C@@H](O)CC[C@]12C)N(c1cnccn1)O3 (stereo partly specified)	-2.9
CCCn1cnnc1CNC(=O)[C@@H](Cc1ccccc1)NC(=O)[C@H]1O[C@@H](n2ccc(=O)[nH]c2=O)[C@H](O)[C@@H]1O	1.7
CN1CCCCC1(C)C(=O)NCc1cc(Cl)ccc1F (stereo unspecified)	3.1
CCCCNC(=O)C1(C)CCC(=O)N1C1CC1 (stereo unspecified)	2.4
C=CCN=C1NC(c2ccc(Cl)cc2)C(C(=O)OC)=C(C)N1C (stereo unspecified)	2.4
Cc1cccnc1C1=NOC(Cc2ccccc2)C(=O)N1CCOc1ccc(F)cc1 (stereo unspecified)	2.0
CCCCC1CC2=C(C(=O)OC(C)(C)O2)C(c2ccc(Cl)cc2)O1 (stereo unspecified)	0.1
COc1cccc(-c2ccc(CN3C(C)C(=O)N(Cc4cn(Cc5ccco5)nn4)CCS3(=O)=O)cc2)c1OC (stereo unspecified)	-0.9
Cc1cc(C)n(CCNC(=O)[C@H]2O[C@@H](n3ccc(=O)[nH]c3=O)[C@H](O)[C@@H]2O)n1	3.7
COc1ccc(CCN2C(=O)c3ccccc3C2c2nnnn2C(C)C)cc1OC (stereo unspecified)	3.9
CSc1ccc(OC2(C)CCN(Cc3ccccc3)C2)cc1 (stereo unspecified)	4.7
CCOC(=O)C1=C[C@@H](C2CCCC2)N(S(=O)(=O)c2ccc([N+](=O)[O-])cc2)[C@H]1c1ccccc1	3.0
CCOC(=O)C1CCCN(C(=O)Cc2ccc(OC)c(OC)c2)CC1 (stereo unspecified)	6.8
COc1ccc(-c2cc(NC=O)c3ncc(-c4cccc(C(=O)NCCN(C)C)c4)n3c2)c(OC)c1	2.7
Cc1cccc(C)c1NC(=O)C1C(c2ccc3c(c2)OCO3)=Nc2ccccc2N1C(=O)c1ccccc1 (stereo unspecified)	0.6
Cc1ccccc1CC(=O)Nc1ccc2c(c1)c(=O)n(C)n2-c1ccccc1F	4.3
Cc1ccccc1CN1C(=O)CSCC1(C)C(=O)Nc1c(C)cccc1C (stereo unspecified)	4.1
CSc1ccccc1NC(=O)C1(C)CCN1C(=O)Cc1ccccc1Cl (stereo unspecified)	-0.3
CC(C)(C)NC(=O)C1(C)CCC(=O)N1C1CCN(Cc2ccccc2)CC1 (stereo unspecified)	2.9
COc1ccc(Cc2c(C3CCCCC3)nc3cc(C)c(Br)c(C)n23)c(C)c1	1.8
O=C(NCc1ccccc1Cl)c1ccc2sc([C@@H]3O[C@H](CO)[C@H](O)[C@H](O)[C@H]3O)nc2c1	2.8
COc1ccccc1Cc1c(C2CCCCC2)nc2cc(C)c(Br)c(C)n12	3.2
CCc1nc2ccc(C(=O)Nc3ccc(C(N)=O)cc3)cn2c1N(C)CCC(C)C	0.7
Cc1cccnc1C(NC(=O)C1CCN(Cc2ccc(Cl)c(Cl)c2)CC1)c1ccc(Cl)cc1 (stereo unspecified)	0.7

Rewritten with the structure last: part of the list above.
phage Ecoli inh	smiles
5.4	COc1ccc(-c2cc(N3CCN(CCO)CC3)n3nccc3n2)cc1
-0.3	CC1(C(=O)NCc2cccc(C(F)(F)F)c2)CCN1C1Cc2ccccc2C1 (stereo unspecified)
-2.9	CC(C)[C@@H](C)/C=C/[C@@H](C)[C@H]1CC[C@@H]2[C@]1(C)CCC1[C@]23C=C[C@]2(C[C@@H](O)CC[C@]12C)N(c1cnccn1)O3 (stereo partly specified)
1.7	CCCn1cnnc1CNC(=O)[C@@H](Cc1ccccc1)NC(=O)[C@H]1O[C@@H](n2ccc(=O)[nH]c2=O)[C@H](O)[C@@H]1O
3.1	CN1CCCCC1(C)C(=O)NCc1cc(Cl)ccc1F (stereo unspecified)
2.4	CCCCNC(=O)C1(C)CCC(=O)N1C1CC1 (stereo unspecified)
2.4	C=CCN=C1NC(c2ccc(Cl)cc2)C(C(=O)OC)=C(C)N1C (stereo unspecified)
2.0	Cc1cccnc1C1=NOC(Cc2ccccc2)C(=O)N1CCOc1ccc(F)cc1 (stereo unspecified)
0.1	CCCCC1CC2=C(C(=O)OC(C)(C)O2)C(c2ccc(Cl)cc2)O1 (stereo unspecified)
-0.9	COc1cccc(-c2ccc(CN3C(C)C(=O)N(Cc4cn(Cc5ccco5)nn4)CCS3(=O)=O)cc2)c1OC (stereo unspecified)
3.7	Cc1cc(C)n(CCNC(=O)[C@H]2O[C@@H](n3ccc(=O)[nH]c3=O)[C@H](O)[C@@H]2O)n1
3.9	COc1ccc(CCN2C(=O)c3ccccc3C2c2nnnn2C(C)C)cc1OC (stereo unspecified)

(more compounds)
SMILES	phage Ecoli inh
CCN1C(=O)[C@@H]2[C@@H]3CN(S(=O)(=O)c4ccc(C)cc4)[C@@H](c4ccccc4F)[C@@H]3C(=O)C[C@@H]2C1=O	1.9
Clc1cccc(Cc2c(-c3cccc(Br)c3)nc3ccc(Br)cn23)c1	2.8
CCCCNC(=O)C1(C)CCC(=O)N1CCOC (stereo unspecified)	-0.1
O=C(CO)c1c[nH]c2ccccc12	1.0
CC1(C(=O)NS(=O)(=O)c2ccc(Cl)cc2)CCN1C(=O)Cc1ccsc1 (stereo unspecified)	2.9
CCOC(=O)C1=C(C(=O)OCC)C2N(Cc3ccc(C#N)cc3)c3ccccc3[C@@]23C[C@@H](C(=O)OC)N(S(=O)(=O)c2ccc(OC)cc2)C3=N1 (stereo partly specified)	0.5
CC(C)C[C@H]1CN([C@@H](Cc2ccccc2)CN2CCC[C@H]2CN2C(=O)C(=O)NC[C@@H]2Cc2ccc(O)cc2)C(=O)C(=O)N1CC1CCCCC1	2.0
O=C1OC2C(O)COC23OC(O)CCC13O (stereo unspecified)	3.3
COc1ccccc1CNc1nc2cc(-c3sccc3C)sc2c(=O)n1C	2.1
Brc1ccc(CN2CCN(c3ncc(Cc4ccccc4)cn3)CC2)cc1	1.1
Cc1ccc(C=NNC(=O)C(=O)Nc2ccc(Cl)c([N+](=O)[O-])c2)cc1	-1.1
COc1ccccc1-c1cccc2c3c([nH]c12)[C@@H]1C[C@H]2[C@@H](C(=O)N1CC3)[C@H](C)ON2C	-0.9
c1cc(-c2ccc3c(c2)CCO3)n2cnnc2c1	3.6
Cc1cccnc1C(NC(=O)C1CCN(CCCOc2ccccc2)CC1)c1ccc(F)cc1 (stereo unspecified)	2.6
COC(=O)[C@]1(CC(C)C)NC=C(C(=O)c2ccccc2)[C@@H]1c1cccs1	5.0
COC(=O)[C@]12C[C@H](CC(=O)N3CCC(c4ccccc4)CC3)C(=O)N(Cc3ccccc3)C1=C[C@H](C(C)C)O[C@@H]2C1CC1	0.5
COC(=O)N1C[C@H](OC(=S)Nc2ccc(OC)cc2OC)[C@H]2C[C@@H]1c1ccccc1O2	3.8
CC(NC(=O)C1CCN(CCOc2ccc(Cl)cc2)CC1)c1cccc2ccccc12 (stereo unspecified)	2.7
O=C(NCCc1ccccc1)Nc1nnc([C@@H]2C[C@H](O)[C@@H](CO)O2)s1	-0.1
COc1ccccc1-c1cccc2[nH]c3c(c12)CCN1C(=O)[C@H]2[C@H](C)ON(C)[C@H]2C[C@@H]31	0.2
CCCNC(=O)C1(C)CCN(Cc2ccc(Oc3ccccc3)cc2)C1 (stereo unspecified)	0.9
O=C(C[C@H]1CC[C@@H]2[C@H](COC[C@@H](O)CN2Cc2ccc(Cl)cc2)O1)NCCc1ccccc1	1.1
O=C(C(=O)N1CCC(CNC(=O)C2COc3ccccc3O2)CC1)c1cc2ccccc2o1 (stereo unspecified)	3.6
COc1ccc(C(C)C)cc1-c1cc(C(=O)NCc2cc(C(F)(F)F)cc(C(F)(F)F)c2)[nH]n1	-0.3
COc1ccc(NC(=O)C2(C)Cc3c(-c4cccc(NC(C)=O)c4)ccnc3O2)cc1 (stereo unspecified)	2.0

Not a retest: two of the compounds above.
SMILES	phage Ecoli inh
COC(=O)[C@]12C[C@H](CC(=O)NCCc3ccccc3OC)C(=O)N(Cc3ccccc3)C1=C[C@H](C1CCCC1)O[C@@H]2C	1.5
NC(=O)c1cccc(-c2ccnc3c2CC(C(=O)NCc2ccccc2)O3)c1 (stereo unspecified)	0.2

Assay outcomes as filed in PubChem.
